NCOA1 inh = SRC1 coactivator transcriptional activity inhibitors, primary screen, cell-based, luminescence | Nuclear receptor coactivator 1 (Homo sapiens), Q15788 | HEK293 GAL4-SRC1 luciferase reporter | inhibition, % at 3.6 µM | actives 0.12% (n = 360,000);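 active = inhibition above the campaign mean plus 3 SD, with each screening campaign given its own cutoff, cut at about 60% in these data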;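 note: 0% = DMSO treated cells and 100% = gossypol at 36 µM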
Target sequence (Q15788 whole entry, looked up, the tested form may be a part): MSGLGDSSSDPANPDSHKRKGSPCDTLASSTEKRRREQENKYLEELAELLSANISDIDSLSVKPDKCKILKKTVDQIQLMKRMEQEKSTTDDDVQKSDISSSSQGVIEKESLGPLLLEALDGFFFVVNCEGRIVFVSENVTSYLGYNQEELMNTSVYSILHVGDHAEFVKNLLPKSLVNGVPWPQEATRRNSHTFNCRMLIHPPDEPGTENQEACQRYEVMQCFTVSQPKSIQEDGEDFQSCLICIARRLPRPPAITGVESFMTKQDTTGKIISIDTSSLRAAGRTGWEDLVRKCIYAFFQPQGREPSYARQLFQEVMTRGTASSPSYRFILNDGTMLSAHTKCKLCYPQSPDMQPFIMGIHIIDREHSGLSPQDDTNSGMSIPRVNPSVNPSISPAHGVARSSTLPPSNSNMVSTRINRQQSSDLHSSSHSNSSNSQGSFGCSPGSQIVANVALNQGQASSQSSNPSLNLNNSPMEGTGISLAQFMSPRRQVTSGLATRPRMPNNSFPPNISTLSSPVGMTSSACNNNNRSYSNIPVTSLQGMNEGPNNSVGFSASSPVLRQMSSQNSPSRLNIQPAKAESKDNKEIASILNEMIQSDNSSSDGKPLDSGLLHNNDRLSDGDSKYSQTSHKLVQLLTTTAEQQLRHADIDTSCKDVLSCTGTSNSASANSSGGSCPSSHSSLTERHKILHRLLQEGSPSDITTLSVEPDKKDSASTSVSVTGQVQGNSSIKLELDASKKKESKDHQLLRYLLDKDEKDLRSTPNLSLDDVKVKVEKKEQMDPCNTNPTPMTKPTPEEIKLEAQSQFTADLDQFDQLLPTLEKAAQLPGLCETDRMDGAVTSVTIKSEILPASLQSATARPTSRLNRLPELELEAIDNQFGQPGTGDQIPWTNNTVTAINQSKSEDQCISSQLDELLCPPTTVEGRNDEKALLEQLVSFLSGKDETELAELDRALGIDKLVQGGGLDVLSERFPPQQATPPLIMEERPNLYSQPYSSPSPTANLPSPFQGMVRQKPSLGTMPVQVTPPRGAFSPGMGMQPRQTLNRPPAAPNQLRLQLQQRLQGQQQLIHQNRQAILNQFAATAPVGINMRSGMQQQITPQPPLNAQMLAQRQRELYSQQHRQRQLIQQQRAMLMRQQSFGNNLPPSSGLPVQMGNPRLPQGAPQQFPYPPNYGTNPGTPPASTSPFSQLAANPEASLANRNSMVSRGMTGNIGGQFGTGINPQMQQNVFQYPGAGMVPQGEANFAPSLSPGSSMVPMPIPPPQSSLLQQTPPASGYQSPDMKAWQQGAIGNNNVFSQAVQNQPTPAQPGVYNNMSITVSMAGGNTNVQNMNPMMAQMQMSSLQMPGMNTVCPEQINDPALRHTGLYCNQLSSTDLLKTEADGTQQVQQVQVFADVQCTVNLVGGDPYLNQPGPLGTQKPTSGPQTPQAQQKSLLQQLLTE
TWEAK-Fn14 inh = inhibitors of TWEAK-Fn14 signaling, primary screen, luciferase reporter cells, uHTS; TWEAK-stimulated Fn14 reporter cells, luciferase luminescence, 8 h; inhibition, % at 10 µM; actives 2% (n = 360,000); AID 1159606, 2016; in the data active = inhibition above about 50%
SRC3 inh = SRC3 coactivator transcriptional activity inhibitors, primary screen, cell-based, luminescence; Nuclear receptor coactivator 3 (Homo sapiens), Q9Y6Q9; inhibition, % at 3.6 µM; HEK293 GAL4-SRC3 luciferase reporter; actives 0.17% (n = 360,000); AID 588352, 2011;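 active = inhibition above a per-campaign cutoff, the mean of all compounds plus 3 SD, cut at about 60% in these data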;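 note: 0% = DMSO-treated cells and 100% = gossypol-treated cells at 36 µM; higher means less SRC3-driven luciferase light from the GAL4 reporter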
TRAIL sens C8 = viability loss with TRAIL in NB7+C8 cells, primary screen, TRAIL sensitizer project, cell-based, ATPlite luminescence; inhibition (viability loss, TRAIL sensitization), % at 10 µM; actives 1% (n = 360,000); AID 624354, 2012;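 active = compounds causing at least 50% loss of cell viability in the single-dose screen, relative to plate controls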
EBV LMP1 NFkB = EBV LMP1-driven NF-kappaB luciferase reporter inhibitors, primary screen, cell-based, luminescence, single point; LMP1-induced NF-kappaB luciferase reporter cells; inhibition, % at 12.5 µM; actives 0.69% (n = 350,000); in the data active = inhibition above about 41%;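 note: 0% = neutral control wells and 100% = reference inhibitor control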
CF NFkB block = inhibitors of PAF-induced NF-kB signaling, primary screen, cell-based, GFP fluorescence, uHTS; KKLEB NF-kB-GFP reporter, GFP fluorescence overnight; inhibition, % at 5 µM; actives 0.86% (n = 360,000);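 active = at least 50% inhibition at 5 µM, scaled per plate between neutral and stimulator controls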;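 note: PAF is a Pseudomonas aeruginosa culture filtrate used as stimulus; plate controls were PAF-stimulated DMSO wells for no effect and unstimulated DMSO wells for full effect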
KKLEB tox = cytotoxicity in KKLEB CF airway cells, primary screen, cytotoxicity control for CF NF-kB inhibitor project, cell-based, uHTS, fluorescence assay plates; KKLEB CF airway cells viability, ATPlite luminescence, overnight; stronger effect = lower value; cells stimulated with P. aeruginosa culture filtrate; activity change (cytotoxicity), % at 5 µM; actives 0.36% (n = 360,000);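 active = corrected activity change at or below -50% at 5 µM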
TROY NFkB inh = inhibitors of TROY-driven NF-kB signaling, primary screen, Q293 LMP1-TROYcd cells, NF-kB luciferase, uHTS; Q293 LMP1-TROYcd NF-kB luciferase reporter, 4 h; inhibition, % at 10 µM; actives 0.98% (n = 360,000);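 active = compounds whose plate-normalised and pattern-corrected inhibition of the luciferase reporter signal at the single screening dose is 50% or more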
Shn3 3UTR inh = reduction of Shn3 3'UTR firefly luciferase signal, primary screen, Schnurri-3 inhibitor project, cell-based, Clone20 osteoblasts, set 2; Clone20 osteoblast Shn3 3'UTR firefly luciferase, 24 h; inhibition, % at 12.5 µM; actives 0.52% (n = 360,000);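 active = mean inhibition of at least 75% with every replicate also reaching 75%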;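 note: 0% = median of neutral control wells and 100% = pilot-screen positive control compound; some compounds past the cut are filed as inactive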
LRH-1 inv ag = LRH-1 (NR5A2) inverse agonists, primary screen, cell-based, luminescence, HEK293T, StAR-luciferase reporter | LRH-1 transfected, 24 h | Nuclear receptor subfamily 5 group A member 2 (Homo sapiens), O00482 | actives 0.13% (n = 360,000) | inhibition, % at 3.6 µM;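 active = inhibition above the mean inhibition of all tested compounds plus 3 SD, cut at about 73% in these data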;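 note: 0% = DMSO wells and 100% = reporter-only cells lacking LRH-1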
NR2F2 inh = NR2F2 transcriptional activity inhibitors, primary screen, cell-based, luciferase reporter, HEK293T, luminescence; COUP transcription factor 2 (Homo sapiens), P24468; HEK293T NGFI-A luciferase reporter; inhibition, % at 8.6 µM; actives 0.7% (n = 370,000);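 active = inhibition above a per-plate cutoff, mean inhibition of test wells between control levels plus 3 SD, cut at about 38% in these data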;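 note: cells cotransfected with COUP-TFII expression vector driving the NGFI-A reporter; 0% = median of COUP-TF2 test wells and 100% = reporter-only cells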
Starred values were filed as active, the others as inactive; . = no result given. A portion of the library (hit frequency here may not be typical).

SMILES	NCOA1 inh	TWEAK-Fn14 inh	SRC3 inh	TRAIL sens C8	EBV LMP1 NFkB	CF NFkB block	KKLEB tox	TROY NFkB inh	Shn3 3UTR inh	LRH-1 inv ag	NR2F2 inh
CCOC(=O)C1CCN(C(=O)C(C)c2ccc([N+](=O)[O-])cc2)CC1 (stereo not drawn)	6	-15	12	-4	1	4	9	-14	-8	-3	-5
O=C(NC(=S)Nc1ccc2c(c1)OCCO2)c1cccc(Br)c1	-80	5	-63	17	-30	3	9	-36	-50	-92	-50
O=C(CSc1nnnn1C1CC1)Nc1cccc(S(=O)(=O)N2CCCC2)c1	-3	-9	2	-13	-5	-10	17	-9	-3	1	-5
COCC(=O)Nc1ccc(S(=O)(=O)NCCc2ccccc2)cc1	-18	-3	-3	3	5	0	5	6	2	12	12
Cc1cc(C)n2cc(CSc3nnnn3C)nc2n1	-11	-16	9	-7	7	-2	3	-6	-14	4	-2
Cc1cccc(/C=C/c2onc(C)c2S(=O)(=O)N2CCC(C(=O)N3CCC(C)CC3)CC2)c1	6	4	0	16	4	-4	8	27	5	12	5
C/C(CC(=O)NCc1ccccc1)=N\NC(N)=S	-9	-6	-2	0	0	-6	0	-17	-16	10	-3
COCC(C)NCc1cc(Br)ccc1OC (stereo not drawn)	-2	9	0	-7	-7	4	2	1	-11	16	-9
Cc1cc(NC(=O)CSc2ccc3nnc(CCNC(=O)c4ccccc4)n3n2)no1	4	-6	16	-13	4	-14	-9	-3	11	-6	-4
Cc1cc(NC(=O)CCCSc2nc(-c3ccco3)cc(C(F)(F)F)n2)no1	7	-7	16	8	-8	6	-9	-2	33	6	-6
CCc1ccc(N2CC(C(=O)N(CC)CC(=O)Nc3c(F)cccc3F)CC2=O)cc1 (stereo not drawn)	6	9	8	14	3	-32	-3	4	0	-2	14
O=C(/C=C/Nc1cccc(C(F)(F)F)c1)c1ccc(Oc2ncccn2)cc1	-32	21	-73	5	-20	-3	0	-18	-43	-63	-20
CC(O)Cc1cn([C@@H](CCCCN)C(=O)N2CCNCC2)nn1 (stereo partly drawn)	1	-5	8	-5	0	9	2	-5	-26	-15	7
CC(=O)Nc1ccc(C(=O)Nc2cc(C(F)(F)F)ccc2-n2cnc3ccccc32)cc1	19	25	29	4	-3	-2	-7	-4	-33	9	-2
COc1ccc(CN(C(=O)CO/N=C/c2ccccc2)c2ccccc2C(=O)O)cc1	-6	-2	5	-9	5	-9	-1	16	-8	-2	5
Cc1ccc(-c2n[nH]c(=S)n2/N=C/c2c(C)[nH]n(-c3ccccc3)c2=O)cc1	-11	-3	7	-2	3	-4	4	-14	4	12	14
COc1ccccc1C(=O)NCCC(=O)Nc1ccc(C)cn1	-36	-4	-9	-15	-21	-8	1	-1	0	7	-3
COc1ccccc1NC(=O)C1CCCN1C(=O)NCc1ccccc1 (stereo not drawn)	-29	-11	-4	5	-10	1	3	-4	-8	-8	-8
CC(=O)Nc1ccc(N2C(=O)CC(N3CC(C)OC(C)C3)C2=O)cc1 (stereo not drawn)	-19	12	12	-9	0	-3	5	-7	19	-28	8
COc1ccc(/C=C2\COc3ccccc3C2=O)c(OC)c1	-67	17	-65	0	-13	7	-5	-55	-26	-33	-45
CCOC(=O)N1CCN(C(=O)CCc2cc(OC)c(OC)c(OC)c2)CC1	7	-1	0	9	-3	-13	1	-9	1	14	-16
O=C(NNc1nc2c(F)cccc2s1)C1=COCCO1	-7	4	0	3	-1	-4	-2	13	-27	-2	-5
O=C1CC2(CCN(C(=O)C3CC(=O)N(c4ccc(F)cc4)C3)CC2)Oc2ccccc21 (stereo not drawn)	1	5	5	-7	3	-5	2	12	24	6	1
CCOc1ccc(S(=O)(=O)N(CC(=O)O)c2ccc(C)cc2)cc1	-9	-5	8	-6	-11	-5	-12	-2	7	0	1
COc1ccc(Cl)cc1S(=O)(=O)n1c([N+](=O)[O-])cnc1C	12	-7	-2	-16	-6	9	-2	-3	16	2	10
O=C(/C=C/Nc1ccc(S(=O)(=O)Nc2cnc3ccccc3n2)cc1)c1cccnc1	-7	-2	-18	-7	-8	-35	6	8	8	-62	-2
COC(=O)c1ccc(/C=N/NC(=O)C2CC(=O)N(c3ccc(F)cc3)C2)cc1 (stereo not drawn)	-12	-6	1	-14	-8	6	-5	8	6	-4	-11
Cc1c(C(=O)Nc2nc(-c3ccccn3)cs2)oc2ccccc12	3	-16	-3	11	41*	-16	16	-24	17	-38	.
CCC(=O)NC(=S)Nc1ccccc1OC	-17	-10	22	-11	12	1	6	-9	8	6	-4
O=C(CN1CCN(Cc2ccc(F)cc2)C1=O)NC1CCCC1	-2	-15	0	6	3	-13	-3	17	.	-2	-18

One compound at a time, from the list above. Order of values: NCOA1 inh | TWEAK-Fn14 inh | SRC3 inh | TRAIL sens C8 | EBV LMP1 NFkB | CF NFkB block | KKLEB tox | TROY NFkB inh | Shn3 3UTR inh | LRH-1 inv ag | NR2F2 inh
Cc1ccc(-c2n[nH]c(=S)n2/N=C/c2c(C)[nH]n(-c3ccccc3)c2=O)cc1 is listed as -11 | -3 | 7 | -2 | 3 | -4 | 4 | -14 | 4 | 12 | 14
CCC(=O)NC(=S)Nc1ccccc1OC is listed as -17 | -10 | 22 | -11 | 12 | 1 | 6 | -9 | 8 | 6 | -4
O=C(CN1CCN(Cc2ccc(F)cc2)C1=O)NC1CCCC1 is listed as -2 | -15 | 0 | 6 | 3 | -13 | -3 | 17 | . | -2 | -18
Cc1c(C(=O)Nc2nc(-c3ccccn3)cs2)oc2ccccc12 is listed as 3 | -16 | -3 | 11 | 41* | -16 | 16 | -24 | 17 | -38 | .
COc1ccc(/C=C2\COc3ccccc3C2=O)c(OC)c1 is listed as -67 | 17 | -65 | 0 | -13 | 7 | -5 | -55 | -26 | -33 | -45

Sorted by value in CF NFkB block (highest first): some entries from above
| Compound | NCOA1 inh | TWEAK-Fn14 inh | SRC3 inh | EBV LMP1 NFkB | CF NFkB block | Shn3 3UTR inh | LRH-1 inv ag | NR2F2 inh |
| --- | --- | --- | --- | --- | --- | --- | --- | --- |
| COc1ccc(Cl)cc1S(=O)(=O)n1c([N+](=O)[O-])cnc1C | 12 | -7 | -2 | -6 | 9 | 16 | 2 | 10 |
| COc1ccc(/C=C2\COc3ccccc3C2=O)c(OC)c1 | -67 | 17 | -65 | -13 | 7 | -26 | -33 | -45 |
| COC(=O)c1ccc(/C=N/NC(=O)C2CC(=O)N(c3ccc(F)cc3)C2)cc1 (stereo not drawn) | -12 | -6 | 1 | -8 | 6 | 6 | -4 | -11 |
| CCC(=O)NC(=S)Nc1ccccc1OC | -17 | -10 | 22 | 12 | 1 | 8 | 6 | -4 |
| CC(=O)Nc1ccc(N2C(=O)CC(N3CC(C)OC(C)C3)C2=O)cc1 (stereo not drawn) | -19 | 12 | 12 | 0 | -3 | 19 | -28 | 8 |
| O=C(NNc1nc2c(F)cccc2s1)C1=COCCO1 | -7 | 4 | 0 | -1 | -4 | -27 | -2 | -5 |
| O=C1CC2(CCN(C(=O)C3CC(=O)N(c4ccc(F)cc4)C3)CC2)Oc2ccccc21 (stereo not drawn) | 1 | 5 | 5 | 3 | -5 | 24 | 6 | 1 |

Following part:
SMILES	NCOA1 inh	TWEAK-Fn14 inh	SRC3 inh	TRAIL sens C8	EBV LMP1 NFkB	CF NFkB block	KKLEB tox	TROY NFkB inh	Shn3 3UTR inh	LRH-1 inv ag	NR2F2 inh
CC(C)(C)C(=O)NC1(C(F)(F)F)C(=O)Nc2c1c(=O)[nH]c(=O)n2Cc1ccco1 (stereo not drawn)	-1	-12	-28	13	2	-12	4	6	-16	-16	10
CCCCCC(=O)N/N=C(\C)c1ccc(Cl)cc1	-7	-14	9	-8	-5	-14	6	2	-19	6	13
CCN(CC)CCCNCC(=O)Nc1ccc2c(c1)CCC2	3	-5	14	-8	-3	4	3	3	0	6	10
Oc1ccccc1CC=NC1CCCCC1	1	8	1	-14	-9	14	-9	-2	10	4	-6
C[C@H](CO)N1C[C@H](C)[C@@H](CN(C)S(C)(=O)=O)Oc2ccc(NS(=O)(=O)c3ccccc3)cc2C1=O	-1	-12	-16	-12	2	9	1	-11	-10	-11	5
O=C(NC1CCS(=O)(=O)C1)c1c(NC(=O)C2COc3ccccc3O2)sc2c1CCCC2 (stereo not drawn)	11	19	11	1	-12	-4	-6	-16	13	17	-8
CCN1CCN(CCCN(Cc2ccco2)C(=S)Nc2cc(Cl)ccc2C)CC1	9	-9	5	0	3	-10	1	9	4	-1	14
OC[C@@H]1CN(Cc2cccs2)C[C@H](n2cnc3c(N4CCOCC4)ncnc32)O1	-1	3	-6	-10	.	5	1	-13	9	15	-8
CCCn1c2ccccc2c2cnn(CC(=O)OC)c(=O)c21	7	6	6	0	0	-12	5	12	10	12	-14
Cn1nccc1C(=O)NC1CCCc2c1cnn2-c1ccc(C(C)(C)C)cc1 (stereo not drawn)	11	44	34	27	16	0	-9	10	75	45	69*
C=CCOC(=O)C1=C(C)NC(C)=C(C(=O)OCC=C)C1/C=C/c1ccccc1	8	22	-44	1	9	0	1	-2	28	-18	6
COc1cccc(-c2cc(C(=O)N/N=C/c3ccco3)c3ccccc3n2)c1	2	-26	-9	0	-8	-54	10	-18	10	7	3
N#Cc1ccccc1NC(=O)CSc1nnc(-c2ccccc2O)n1-c1ccccc1	3	38	-18	16	-8	5	8	2	33	7	9
Cc1ccc(C(O)c2ncc(-c3ccccc3C)[nH]2)cc1 (stereo not drawn)	-26	-4	-16	-20	.	10	-37	-32	-31	-30	-23
CC1O[C@@H](OC2C(O)C(O)C(CO)O[C@H]2OC2C[C@]3(C)C(CC(O)C4[C@@H]([C@]5(C)CC[C@@H](C(C)(C)O)O5)CC[C@]43C)[C@@]3(C)CCC(O)C(C)(C)C23)C(O)C(O)C1O (stereo partly drawn)	-4	-4	-31	-11	4	-15	3	4	-9	-13	-3
N#C/C(=C\c1cccc(OC(=O)c2cccs2)c1)C(N)=O	-7	-11	0	-7	-4	-5	-7	0	4	2	-1
O=C(CSc1nc2ncccc2[nH]1)Nc1ccc2c(c1)OCO2	-7	6	-11	1	.	8	8	-2	18	2	3

Source: PubChem
